EPAC2 ag – activates human EPAC2 exchange factor | Potency, µM (doses to about 154 µM), for inactives: at the top dose activation, usual class: activators | EPAC2 activation, biochemical qHTS; response scale: 100% = 6.5 mM cAMP response | Q8WZA2 | AID 720711 | actives 0.079% (n = 360,000); further: potency means the concentration at half of the fitted maximal effect; nearly all actives have a fitted effect of over 50% in size
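Readout is BODIPY fluorescence (480 nm excitation, 540 nm emission), which falls as labeled GDP is exchanged off Rap1B. EPAC2 at 100 nM acted on 250 nM RAP1B-BODIPY-GDP with 50 uM GDP present.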
EPAC2 antag – blocks human EPAC2 exchange factor. actives 0.18% (n = 360,000). EPAC2 GEF exchange of Rap1B-BODIPY-GDP, fluorescence. Q8WZA2. AID 720708. Potency, µM (doses to about 114 µM), without a hit: at the top dose activity, negative = inhibition, actives largely listed as inhibitors; further: potency means the concentration at half of the fitted maximal effect; on the % scale 0 is the no-effect control and ±100 the full control effect; nearly all actives have a fitted effect of over 45% in size; many of its hits are not listed in these tables
Abeta rescue – restores growth of yeast expressing A-beta42 peptide | yeast expressing A-beta42, growth rescue, OD600, 48 h; response scale: 0% DMSO, 100% iron-clioquinol control | Potency, µM (series often up to 46.1 µM), for inactives: at the top dose growth rescue, most hits filed as activators | actives 0.063% (n = 410,000); further: potency means the concentration at half of the fitted maximal effect; nearly all actives have a fitted effect of over 55% in size
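Growth rescue measured by 600 nm absorbance after 48 h yeast culture at 30 C with compound. Values normalized between DMSO and an equimolar ferric chloride plus clioquinol control.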
DRD3 antagonist – D3 dopamine receptor (human) antagonism. D3R cells, DiscoveRx beta-arrestin luminescence, antagonist mode; active compounds read low. max response, negative = inhibition, %. actives 2.5% (n = 360,000); in the data active means max response below about -50%; inconclusive means no clear call, values can overlap the other calls; further: on the % scale 0 is the no-effect control and ±100 the full control effect; mostly tested at two doses, the higher about 12 µM
Target sequence (P35462 whole entry, looked up): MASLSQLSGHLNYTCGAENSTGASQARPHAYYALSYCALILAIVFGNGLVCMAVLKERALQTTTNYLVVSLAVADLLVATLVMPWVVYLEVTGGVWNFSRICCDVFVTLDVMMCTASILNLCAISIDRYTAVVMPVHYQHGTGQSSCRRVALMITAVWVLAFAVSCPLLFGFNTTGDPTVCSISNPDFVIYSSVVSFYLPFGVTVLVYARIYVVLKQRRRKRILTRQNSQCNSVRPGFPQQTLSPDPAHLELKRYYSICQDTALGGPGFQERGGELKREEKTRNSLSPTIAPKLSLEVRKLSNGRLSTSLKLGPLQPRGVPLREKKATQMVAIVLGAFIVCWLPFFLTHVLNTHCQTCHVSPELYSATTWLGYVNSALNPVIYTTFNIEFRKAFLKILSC
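Cells plated overnight at 1500 cells/well, then exposed to library compounds with dopamine controls for 90 minutes at 37 degrees C. DiscoveRx reagent added for 30–60 minutes at room temperature; luminescence read, quantitative HTS format.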
TDP-43 yeast inh – TDP-43 toxicity inhibition in yeast; TDP-43 expressing yeast growth rescue, BacTiter-Glo, 24 h; Potency, µM (titrated, usually from 46.1 µM), for inactives: at the highest dose growth rescue (activation), actives largely listed as activators; actives 1.8% (n = 410,000); AID 652104; further: potency means the concentration at half of the fitted maximal effect; % of control where 0% means no effect; nearly all actives have a fitted effect of over 50% in size
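Cell-based yeast growth screen: TDP-43 expression induced in galactose, inoculum OD600=0.02 after raffinose pregrowth to mid-log. Read-out BacTiter-Glo luminescence at 24 hr, 30 deg C; inhibition of toxicity seen as signal increase.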
D3 ag – D3 dopamine receptor (human) agonism; P35462; D3R DiscoveRx beta-arrestin cells, luminescence, 90 min; max activation, %; actives 0.58% (n = 410,000); in the data active means max activation above about 30%; further: 0% is about no effect; mostly tested at two doses, the higher about 12 µM
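Agonist mode: compounds and dopamine controls were applied to plated cells for 90 min at 37 degrees C after an overnight attachment at 1500 cells/well. Luminescent read-out followed 30 - 60 minutes at room temperature with DiscoveRx detection reagent.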
aSyn rescue – rescues yeast growth from alpha-synuclein toxicity; Yeast expressing alpha-synuclein, growth rescue, BacTiter-Glo, 24 h; Potency, µM (doses to about 46.1 µM), for inactives: top-dose growth rescue (activation), hits mostly activators; actives 0.14% (n = 370,000); AID 652106; further: potency means the concentration at half of the fitted maximal effect; % of control where 0% means no effect; nearly all actives have a fitted effect of over 65% in size
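Rescue of yeast growth: cells expressing toxic alpha-synuclein, induced in galactose at OD600 0.02, incubated with compound 24 h at 30 C. ATP luminescence quantified growth; inhibitors of toxicity appear as activators.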
FUS suppressor – rescues growth of FUS-expressing yeast; S. cerevisiae FUS-expressing, growth rescue, OD600, 24 h; Potency, µM (series often up to 76.6 µM), inactives show top-dose growth rescue (activation), most hits filed as activators; actives 0.24% (n = 390,000); AID 1347120;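 further: potency means the concentration at half of the fitted maximal effect; plate controls were DMSO vehicle for no effect and reference control for full effect; nearly all actives have a fitted effect of over 55% in size; some results filed as inactive show a strong effect at the top dose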
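Compound concentration series was pinned onto galactose-induced FUS-expressing yeast seeded at OD 0.005. Plates sat 24hr at 30C; absorbance at 600 nm gave growth. DMSO served as background control.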
* marks the source's active call; other numbers are inactive results; ? = inconclusive; / = not tested or not shown; [ ] = another dose, or the depositor's remark. Unless noted, the call rests on the fitted dose curve; in most records, active means well fitted curve in the direction sought with a large enough effect; inconclusive means small, poorly fitted or top-dose-only effect, or another doubt; inactive means no such curve, though single readings can be large; an effect the other way counts as inactive or inconclusive. Not all compounds are listed; the hit share may differ from the screen's.

SMILES	EPAC2 ag	EPAC2 antag	Abeta rescue	DRD3 antagonist	TDP-43 yeast inh	D3 ag	aSyn rescue	FUS suppressor
COc1cc(C2NC(=S)NC(C)=C2C(=O)c2ccccc2)ccc1O (stereo unspecified)	3%	-1%	28%	-5	16%	3	-6%	/
COCCNc1nc(Oc2ccccc2)c2sccc2n1	10%	?	0%	-8	?	0	-8%	-5%
COc1ccc(N2CCN(C(=O)CCCCCn3c(=S)[nH]c4ccc(N5CCOCC5)cc4c3=O)CC2)cc1	4%	6%	-1%	117	0%	5	2%	?
C=CCn1c(SCC(=O)Nc2c(C)n(C)n(-c3ccccc3)c2=O)nc2sc(C)c(C)c2c1=O	0%	-5%	2%	20	-13%	6	4%	31%
O=C(CSc1nnnn1-c1ccccc1)Nc1ncc(Cc2cc(Cl)ccc2Cl)s1	-6%	-3%	13%	3	8%	2	-3%	15%
CC(C)(C)n1ncc2c(=O)n(CC(=O)Nc3ccccc3)cnc21	-3%	10%	22%	10	7%	2	6%	2%
O=C(NCc1ccncc1)[C@@H]1CCCN1C(=O)[C@@H]1CCCN1C(=O)c1cccs1	5%	-3%	5%	4	22%	7	0%	-14%
CCOC(=O)N1CCN(C(=O)C2CCN(Cc3cccc(OCc4ccccc4)c3)CC2)CC1	-9%	2%	0%	14	-2%	-4	3%	/
O=C(NCC(=O)N1CCCCCC1)c1ccc(Br)cc1	5%	-5%	5%	7	-20%	0	5%	-1%
CCOC(=O)Nc1ccc2c(c1)N(C(=O)CCN(CC)CC)c1ccccc1CC2	0%	-3%	5%	6	19%	-1	?	18%
O=C(NCc1ccco1)c1cc(C(=O)C2CC2)c[nH]1	0%	7%	10%	10	4%	8	-1%	14%
Cn1c(CC(=O)NNC(=O)c2cccnc2)nc2ccccc21	4%	2%	-7%	-10	10%	2	-6%	0%
COc1ccc(-n2cccc2C=O)cc1OC	7%	11%	15%	9	-15%	16	3%	-8%
O=C(O)Cn1nc(-c2ccc(Cl)cc2)ccc1=O	6%	2%	5%	4	-4%	-2	0%	8%
C=Cc1ccc(C(=O)NC2CCCN(Cc3ccccc3F)C2)cc1 (stereo unspecified)	11%	-3%	17%	-2	13%	-2	-3%	16%
Cc1ccc([C@H]2C(C(=O)O)=CC[C@@H](c3cccs3)N2S(=O)(=O)c2ccc(C)cc2)cc1	4%	-30%	-14%	-12	-3%	7	12%	-1%
OCCCn1c(C2CCCN2c2nc(-c3ccc(F)cc3)cs2)nc2cc(Cl)c(Cl)cc21 (stereo unspecified)	8%	11%	18%	-56*	15%	-44	-5%	35µM*
O=C(Cc1n[nH]c(=O)c2ccccc12)Nc1ccc(-c2nnc3n2CCCCC3)cc1	8%	-21%	-2%	-5	-1%	-1	0%	13%
O=C(NS(=O)(=O)c1ccc(Cl)s1)c1ccccc1	12%	-22%	3%	18	-21%	1	-7%	-14%
CCOC(=O)C1=C(C)NC(=O)NC1c1ccc(OCC(=O)N2CCCCC2)cc1 (stereo unspecified)	-20%	?	10%	-9	7%	1	0%	2%
CCOC(=O)c1cnn(-c2nc(OC)cc(OC)n2)c1C(F)(F)F	0%	0%	-3%	5	9%	5	-2%	2%
CC(=O)OC(C(=O)N1CCOCC1)c1c(F)cccc1F (stereo unspecified)	0%	0%	1%	13	7%	2	-9%	-18%
CC1CN(c2c3c(nc4ncnn24)CCCC3)CC(C)O1 (stereo unspecified)	12%	24%	-13%	-8	-15%	1	-3%	?
COc1ccc(-c2cc(C(=O)N3CC4(C)CC3CC(C)(C)C4)no2)cc1 (stereo unspecified)	5%	-3%	-1%	-27	-13%	-12	-14%	6%
CCOC(=O)c1ccc(N2CCN(c3cc(C)ccc3C)CC2)c(NC(=O)Nc2ccc(Cl)cc2)c1	/	/	0%	/	3%	5	/	17%
COc1ccccc1-c1nn(Cc2ccccc2)cc1/C=C/C(=O)O	-1%	4%	-1%	2	0%	6	-3%	2%
CCc1ccc(NC(=O)CSc2nc(-c3ccccc3Cl)nc3c2Cc2c(CO)cnc(C)c2O3)cc1	/	/	-5%	/	5%	26	/	-10%
O=C1NC(=O)C2(COC(c3ccncc3)OC2)S1 (stereo unspecified)	11%	-16%	7%	-12	14%	2	-2%	0%
CSc1cccc(NC(=S)N(C(C)C)C(C)c2ccccn2)c1 (stereo unspecified)	14%	-9%	25%	-11	-7%[9.22 µM]	8	-9%	6%
O=C(O)c1ccc2c(=O)n(-c3ccc(F)c(Cl)c3)c(=S)[nH]c2c1	1%	-6%	9%	-7	25%	2	8%	25%
COc1ccccc1NS(=O)(=O)c1cccc(NC(=O)Nc2cccc(Cl)c2)c1	26%	11%	1%	32	-22%	-4	-6%	/
CCOC(=O)N[C@H](Cc1c[nH]c2ccccc12)C(=O)Nc1cccc(Cl)c1	/	/	-7%	/	10%	-5	/	-7%
C#CCOCCOCCOCCNc1nc(N2CCN(C(=O)C([C@@H](C)O)n3cc([C@@H](N)CCCCN)nn3)CC2)nc(N2CCN(C(=O)[C@H](CO)n3cc([C@@H](N)C(C)C)nn3)CC2)n1 (stereo partly specified)	5%	6%	2%	-28	14%	-5	-3%	-1%
O=C(Cc1cccs1)NCCCc1ccccc1	4%	0%	1%	-15	30%	6	9%	-19%
COc1ccc(-c2nsc(NC(=O)C(C)Oc3ccc(Cl)c(C)c3)n2)cc1 (stereo unspecified)	/	/	-12%	/	-11%	-2	/	4%
NC(=O)CC(NC(=O)OCc1ccccc1)C(=O)O (stereo unspecified)	-2%	2%	9%	9	14%	2	3%	-20%

A section taken from the entries so far, as a working copy:
SMILES	EPAC2 ag	EPAC2 antag	Abeta rescue	DRD3 antagonist	TDP-43 yeast inh	D3 ag	aSyn rescue	FUS suppressor
C=CCn1c(SCC(=O)Nc2c(C)n(C)n(-c3ccccc3)c2=O)nc2sc(C)c(C)c2c1=O	0%	-5%	2%	20	-13%	6	4%	31%
O=C(CSc1nnnn1-c1ccccc1)Nc1ncc(Cc2cc(Cl)ccc2Cl)s1	-6%	-3%	13%	3	8%	2	-3%	15%
CC(C)(C)n1ncc2c(=O)n(CC(=O)Nc3ccccc3)cnc21	-3%	10%	22%	10	7%	2	6%	2%
O=C(NCc1ccncc1)[C@@H]1CCCN1C(=O)[C@@H]1CCCN1C(=O)c1cccs1	5%	-3%	5%	4	22%	7	0%	-14%

Further records:
SMILES	EPAC2 ag	EPAC2 antag	Abeta rescue	DRD3 antagonist	TDP-43 yeast inh	D3 ag	aSyn rescue	FUS suppressor
COc1ccc(NC(=O)c2ccc3ccccc3n2)cc1S(=O)(=O)N1CCCCC1	13%	-5%	0%	0	16%	-13	-13%	40%
Clc1ccc(-n2nnc(-c3nccs3)n2)cc1Cl	4%	8%	-22%	0	?	6	-1%	-27%
Cc1ccc(CSc2nnc(-c3cccnc3)o2)cc1	0%	1%	0%	1	13µM*	3	3%	-6%
CC1CC(C)CN(C(=O)c2ccc(S(=O)(=O)N3CCCC3)cc2)C1 (stereo unspecified)	-3%	1%	0%	-2	24%	1	10%	/
O=C(CN(Cc1ccco1)C(=O)CNS(=O)(=O)c1ccccc1)NCc1ccc(F)cc1	11%	-6%	12%	-19	8%	7	3%	10%
Cc1cc(S(=O)(=O)N2CCOCC2)ccc1OCC(=O)NCc1ccccn1	2%	5%	-3%	4	4%	11	5%	10%
COc1cc(NC(=O)c2cn(C3CCCC3)c(=O)c3c2c2ccccc2n3C)cc(OC)c1OC	/	/	2%	/	0%	9	/	0%
Cc1ccccc1CC1SC(N=C(N)N)=NC1=O (stereo unspecified)	-2%	6%	-2%	23	8%	0	0%	-2%
O=C(C1CCCCN1S(=O)(=O)c1ccccc1[N+](=O)[O-])N1CCCC1 (stereo unspecified)	2%	-5%	-5%	-53*	-11%	0	-1%	-3%
COc1ccc(C2N(c3ccc4c(c3)OCCO4)C(=O)C2(F)F)cc1OC (stereo unspecified)	1%	2%	-7%	41	-3%	20	-5%	22%
COc1ccc(/C=C(/Sc2nnc(-c3ccc(Cl)cc3)o2)C(=O)O)cc1	-3%	1%	6%	-2	3%	1	3%	-6%
Cc1ccc(S(=O)(=O)N2CCN(Cc3ccccc3C(F)(F)F)CC2)cc1	14%	-17%	-13%	-8	-12%	-13	7%	-5%
CCC(C)OC(=O)C1C(c2ccccc2)C(C(=O)O)C1c1ccccc1 (stereo unspecified)	5%	4%	14%	14	-27%	-34	2%	30%
Cc1ccc(NC(=O)N2CC3CCCN3c3ccccc32)cc1C (stereo unspecified)	/	/	-2%	/	20µM*	5	/	31%
CCc1cc(-c2n[nH]c(=S)n2CC(C)C)cs1	-21%	-11%	-17%	-5	0%	0	7%	-6%
O=C(CSc1nc2ccccc2c(=O)n1CCCC(=O)N1CCCC1)NCc1ccco1	2%	9%	2%	-4	-10%	-1	-7%	13%
Cc1cccc(Nc2nc3c(S(=O)(=O)c4ccccc4)nnn3c3ccccc23)c1C	-1%	10%	5%	6	6%	4	1%	-18%
CCN(CC)C(=O)CSc1nc(N)c(-c2ccccc2)c(=O)[nH]1	7%	2%	-4%	-2	-22%	-6	-3%	10%
CCCCCCOc1ccc(/C=N/NC(=O)C2CC2)cc1	-4%	-2%	0%	13	2%	9	0%	-30%
O=C(CNC(=O)C1CCCCC1)OCC(=O)c1ccc(Cl)s1	3%	7%	-1%	18	7%	3	13%	-4%
CCCOc1cccc(C(=O)Nc2ccc(-c3cc4ccccc4oc3=O)c(C)c2)c1	/	/	-6%	/	24%	-4	/	?
COc1ccccc1C(=O)COC(=O)c1cccs1	7%	-3%	-19%	20	?	4	16%	-1%
O=C(COC(=O)Cc1ccccc1F)Nc1ccc2c(c1)OCCO2	-9%	-1%	10%	-16	2%	5	1%	/
CCN1C(=O)[C@H]2[C@@H](c3ccc(-c4ccc(OC)cc4)c(OC)c3)N[C@@](C)(C(=O)OC)[C@H]2C1=O	9%	13%	1%	-1	24%	6	-1%	29%
CCOc1ccc(NC(=O)c2sc3nc(-c4ccc(OC)cc4)cn3c2C)cc1	/	/	0%	/	28%	4	/	17%
CCOc1ccc(NC(=S)N2CCC(NC(=O)c3ccccc3)CC2)cc1	0%	-4%	-8%	-5	2%	-12	-2%	11%
CCOC(=O)NC(NC(=O)OCC)C(=O)c1ccc(F)cc1	2%	-2%	-6%	-25	-13%	-6	-4%	8%
